# Screens deposited in PubChem BioAssay by National Center for Advancing Translational Sciences (NCATS).
# TDP43 rescue = rescues yeast growth from TDP-43 toxicity; TDP-43 expressing yeast growth rescue, BacTiter-Glo, 24 h; Potency, µM (top dose mostly 46.1 µM), inactives show top-dose growth rescue (activation), usual class: activators; 1.8% of 410,000 active; AID 652104; also: potency is read from the fitted curve at half-maximal effect; % of control where 0% means no effect; nearly all actives have a fitted effect of over 50% in size
#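 Cell-based yeast growth screen: TDP-43 expression induced in galactose, inoculum OD600=0.02 after raffinose pregrowth to mid-log. Read-out BacTiter-Glo luminescence at 24 hr, 30 deg C; inhibition of toxicity seen as signal increase.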
# pAkt inh = Akt phosphorylation inhibition; activity change, % for hits at 50 µM; 0.32% of 360,000 active; Neuro2A IGF-stimulated pAkt S473 HTRF, 20 min; hits give low values; in the data active = activity change below about -80%; inconclusive = mostly about -51% to -80%; also: % is scaled to controls: 0 for no effect and ±100 for the full control effect
#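 Neuro2A cells (4,500/well, DMEM with 0.5% FBS) were treated with compound at a single 50 µM final concentration, stimulated with 6 nM IGF for 20 min at 37 °C, and lysed. Phospho-Akt Ser473 was read by HTRF as 665/615 ratio ×10^4.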
# Abeta yeast res = A-beta toxicity reversal in yeast | yeast expressing A-beta42, growth rescue, OD600, 48 h; response scale: 0% DMSO, 100% iron-clioquinol control | Potency, µM (series often up to 46.1 µM), inactives show at the top dose growth rescue, hits mostly activators | 0.063% of 410,000 active; also: potency is read from the fitted curve at half-maximal effect; nearly all actives have a fitted effect of over 55% in size
#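 Yeast growth medium received pinned compounds, then yeast cells expressing toxic A-beta were added; plates incubated at 30 C for 48 hr. Growth read as absorbance at 600 nm, normalized to DMSO and equimolar FeCl3 plus clioquinol controls.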
# aSyn yeast inh = alpha-synuclein toxicity inhibition in yeast; 0.14% of 370,000 active; Yeast expressing alpha-synuclein, growth rescue, BacTiter-Glo, 24 h; Potency, µM (highest dose often 46.1 µM), without a hit: at the highest dose growth rescue (activation), actives largely listed as activators; AID 652106; also: potency is read from the fitted curve at half-maximal effect; % of control where 0% means no effect; nearly all actives have a fitted effect of over 65% in size
#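 Rescue of yeast growth: cells expressing toxic alpha-synuclein, induced in galactose at OD600 0.02, incubated with compound 24 h at 30 C. ATP luminescence quantified growth; inhibitors of toxicity appear as activators.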
# PTHR1 ag = agonists of human PTHR1 parathyroid hormone receptor; Q03431; HEK293 GP2 PTHR1 cells, GloSensor cAMP luminescence, 1 h; Potency, µM (highest dose often 115 µM), without a hit: at the highest dose activation, actives largely listed as activators; 0.075% of 410,000 active; also: potency is read from the fitted curve at half-maximal effect; nearly all actives have a fitted effect of over 55% in size; some results filed as inactive show a strong effect at the top dose; inactives centre near -15; many of its hits are not listed in these tables
# Target sequence (Q03431 whole entry, looked up): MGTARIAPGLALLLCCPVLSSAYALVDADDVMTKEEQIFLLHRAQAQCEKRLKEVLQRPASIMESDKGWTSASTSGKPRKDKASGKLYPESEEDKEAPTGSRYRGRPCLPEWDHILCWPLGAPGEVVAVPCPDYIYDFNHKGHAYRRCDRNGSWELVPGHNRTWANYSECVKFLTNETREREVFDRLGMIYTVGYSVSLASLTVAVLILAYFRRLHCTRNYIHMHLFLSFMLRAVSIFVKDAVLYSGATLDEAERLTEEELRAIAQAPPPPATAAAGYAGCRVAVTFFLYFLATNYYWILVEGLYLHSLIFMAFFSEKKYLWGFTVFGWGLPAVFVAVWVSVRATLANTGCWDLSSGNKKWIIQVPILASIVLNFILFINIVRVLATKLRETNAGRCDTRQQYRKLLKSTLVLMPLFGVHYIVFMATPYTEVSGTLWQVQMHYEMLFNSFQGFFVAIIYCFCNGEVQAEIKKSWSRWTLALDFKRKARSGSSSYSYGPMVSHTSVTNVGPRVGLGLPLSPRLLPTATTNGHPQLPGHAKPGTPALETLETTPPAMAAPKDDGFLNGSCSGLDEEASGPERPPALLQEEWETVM
#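 HEK-293-derived GP2 cells expressing PTHR1 and a GloSensor cAMP reporter, 3,000/well, plated overnight, given luciferin plus IBMX (each 0.5 mM as added) for 1 h at 37 °C, then compound for 1 h at 37 °C. Luminescence was read after 15 min at room temperature.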
# Mm-Cpn inhibitor = blocks the Methanococcus maripaludis chaperonin Mm-Cpn; purified Mm-Cpn ATPase, ADP Transcreener TR-FRET; Potency, µM (series often up to 76.9 µM), for the others: top-dose activity, negative = inhibition, hits mostly inhibitors; 0.031% of 330,000 active; also: potency is read from the fitted curve at half-maximal effect; % is scaled to controls: 0 for no effect and ±100 for the full control effect; nearly all actives have a fitted effect of over 80% in size
#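 Eu-cryptate anti-ADP/ADP-d2 competition gives a ratio inversely related to ADP. Enzyme at 25 nM was pre-exposed to compound for 10 min, then given 10 uM ATP for 30 min, 37°C throughout.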
# FUS suppressor = FUS proteinopathy suppression in yeast; AID 1347120; S. cerevisiae FUS-expressing, growth rescue, OD600, 24 h; Potency, µM (doses to about 76.6 µM), for the others: at the top dose growth rescue (activation), most hits filed as activators; 0.24% of 390,000 active;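 also: potency is read from the fitted curve at half-maximal effect; plate controls were DMSO vehicle for no effect and reference control for full effect; nearly all actives have a fitted effect of over 55% in size; some results filed as inactive show a strong effect at the top dose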
#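 Quantitative HTS measuring growth restoration of FUS-toxic yeast. Galactose-induced cells (OD 0.005) were exposed 24hr at 30C to compounds at several concentrations, then absorbance at 600 nm was recorded.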
# GLP-1R inv ag = acts as inverse agonist at human GLP-1 receptor | 1.6% of 410,000 active | Potency, µM (series often up to 38.3 µM), without a hit: top-dose activity change, negative = inhibition, hits mostly inhibitors | P43220 | HEK293 GLP-1R CRE-luciferase, luminescence, 24 h; GLP-1R form is constitutively active; also: potency is read from the fitted curve at half-maximal effect; % is scaled to controls: 0 for no effect and ±100 for the full control effect; nearly all actives have a fitted effect of over 55% in size
# Target sequence (P43220 whole entry, looked up): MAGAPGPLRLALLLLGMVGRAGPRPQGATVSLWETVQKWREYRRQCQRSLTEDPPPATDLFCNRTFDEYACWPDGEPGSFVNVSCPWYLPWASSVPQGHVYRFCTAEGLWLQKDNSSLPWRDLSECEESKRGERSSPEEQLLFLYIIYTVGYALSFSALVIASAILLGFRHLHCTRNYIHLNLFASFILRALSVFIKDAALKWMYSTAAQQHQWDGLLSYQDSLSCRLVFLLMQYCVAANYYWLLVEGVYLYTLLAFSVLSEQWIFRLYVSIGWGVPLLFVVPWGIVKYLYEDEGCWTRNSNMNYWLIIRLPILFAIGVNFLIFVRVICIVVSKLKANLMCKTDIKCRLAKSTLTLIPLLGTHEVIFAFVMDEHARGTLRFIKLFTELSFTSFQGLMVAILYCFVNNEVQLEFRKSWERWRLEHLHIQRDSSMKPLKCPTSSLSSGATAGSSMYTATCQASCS
#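 HEK293 cells stably co-expressing a cAMP-responsive luciferase reporter and constitutively active GLP-1R were seeded, incubated 12 h, then exposed to compounds for 24 h at 37 C. Luminescence was read 12 min after detection reagent; inverse agonists lower signal.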
# HEK293 tox = cytotoxic in the GLP-1 receptor inverse agonist counter-screen | Potency, µM (series often up to 38.3 µM), for the others: top-dose activity change, negative = inhibition, most hits filed as inhibitors | 0.13% of 410,000 active | HEK293 cAMP-luciferase reporter cells, luminescence, 24 h;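 also: loss of luciferase light is scored as toxicity; potency is read from the fitted curve at half-maximal effect; % is scaled to controls: 0 for no effect and ±100 for the full control effect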
#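 Luminescence readout: signal drop marks cytotoxicity. Plated cells grew 12 h at 37 °C, 5% CO2, received 23 nL compound for 24 h, then got luciferase reagent, read after 12 min at RT.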
# Numbers without * were called inactive; i = inactive; ? = inconclusive; . = not tested or not shown; [ ] = another dose, or the depositor's remark. Unless noted, calls follow the shape of the dose curve; as a rule, active = well fitted curve in the direction sought with a large enough effect; inconclusive = small, poorly fitted or top-dose-only effect, or another doubt; inactive = no such curve, though single readings can be large; an effect the other way counts as inactive or inconclusive. An excerpt. The share of hits here may be higher or lower than overall.
no.	SMILES	TDP43 rescue	pAkt inh	Abeta yeast res	aSyn yeast inh	PTHR1 ag	Mm-Cpn inhibitor	FUS suppressor	GLP-1R inv ag	HEK293 tox
1	COc1ccc(-c2cn(Cc3ccc(C(N)=O)cc3)c(-c3ccc(Cl)nc3)n2)cc1	-4.0%	i	-7.6%	-0.1%	-14.7%	-1.1%	9.3%	57.2%[activator]	-1.5%
2	COc1cccc2sc(=NC(=O)c3ccc(S(=O)(=O)N4CCCCC4)cc3)n(C)c12	-5.3%	.	-22.5%	.	-5.2%	.	-5.3%	11.5%	1.7%
3	FC(F)(F)c1nc(Sc2ncccc2C(F)(F)F)n[nH]1	12.6µM*	i	-4.5%	-11.7%	-11.3%	0.5%	-0.6%	-6.0%	1.0%
4	Cc1cccc(N(CC(=O)NCCSCc2ccccc2)S(C)(=O)=O)c1C	23.1%	i	6.5%	2.3%	-0.9%	4.9%	15.3%	?	-15.5%
5	C=CCn1c(SCC(=O)c2ccc(O)c(O)c2)nnc1-c1cccc(C)c1	27.3%	i	-4.5%	-0.3%	-30.3%[inhibitor]	1.0%	7.0%	-15.8%	-14.6%
6	CCOC(=O)c1c(CSc2ccc(C)cc2)oc2ccc(O)cc12	22.4µM*	i	4.8%	-12.7%	-27.1%	-1.2%	-16.7%	?	-12.0%
7	CCOC(=O)CN1C(=O)C(O)(CC(=O)c2ccc3c(c2)CCCC3)c2ccccc21 (stereo not given)	-17.6%	i	22.8%	15.7%	-0.2%[57.5 µM]	0.2%	-20.3%	-41.0%	-14.7%
8	Cc1cc(C)c2c(n1)nn1c(NCCN3CCOCC3)cc(C)nc21	-2.3%	.	1.4%	.	i	-4.6%	-8.9%	0.0%	2.1%
9	O=C(c1ccccc1)c1ccc(OCC(O)CNCc2ccc(Cl)cc2)cc1 (stereo not given)	-11.8%	i	-2.9%	-13.3%	i	1.1%	20.5%	?	-24.1%
10	O=C1C=C(NCc2ccccc2)CCC1	-8.3%	i	-2.1%	-1.9%	i	0.4%	.	38.4%[activator]	5.3%
11	Cc1ccc(C(=O)NN=C2CCCC2)cc1C	-7.9%	i	12.6%	-8.4%	-9.8%	.	21.7%	-3.2%	7.7%
12	CN(C)c1ccc(NC(=S)Nc2ccc3c(c2)c(=O)n(C)n3-c2ccc(C(C)(C)C)cc2)cc1	20.7%	.	-14.5%	-7.1%	-23.4%	.	?	?	-16.1%
13	CCCCN(C(=O)COC(=O)c1nc2nc(C)cc(C)n2n1)C1CCS(=O)(=O)C1 (stereo not given)	17.6%	i	6.8%	-3.3%	20.7%	0.2%	-9.5%	-11.5%	-14.7%
14	O=C(c1ccc(Cn2c(=O)[nH]c3ccccc3c2=O)cc1)N1CCN(c2ccccn2)CC1	7.4%	i	0.4%	4.0%	-10.0%	-0.5%	-14.3%	-5.2%	-11.4%
15	C(#CSCc1ccccc1)SCc1ccccc1	6.3%	i	2.6%	?	i	.	-11.2%	?	-12.1%
16	Cc1cccc(C)c1NC(=O)C(c1ccnc2ccccc12)N1CCN(CCN(C)C)CC1 (stereo not given)	6.8%	i	-13.1%	9.7%	-53.3%[inhibitor]	.	-6.1%	-14.6%	0.5%
17	CC(C)(O)[C@@H]1[C@@H]2C[C@@]3(CC[C@]4(C)C(CCC5[C@@]6(C)CC[C@H](O)C(C)(C)C6CC[C@]54C)[C@@H]13)C(=O)O2 (stereo not given in full)	12.7%	i	8.8%	?	-3.2%	.	-5.1%	17.8%	-5.4%
18	CCOC(=O)CSc1nc2cc3c(cc2cc1CC)OCCO3	14.8%	i	-9.1%	-25.8%	i	-26.3%	20.4%	?	2.2%
19	NC(=O)c1ccsc1NC(=O)COC(=O)Cc1c[nH]c2ccccc12	14.8%	i	13.7%	0.3%	-34.9%[inhibitor]	-2.0%	25.4%	8.3%	12.1%
20	CCOC(=O)c1cnc2ccc(OC)cc2c1Nc1cccc(C(C)=O)c1	14.9%	.	-9.1%	.	21.6%	.	11.7%	-13.3%	2.6%
21	COc1cccc(-n2nnnc2SCC(=O)Nc2cccc(C)n2)c1	-6.1%	i	7.9%	-1.2%	-15.4%	-1.6%	-14.0%	1.5%	-13.1%
22	COc1ccc(-c2cc(C(=O)Nc3cnn(Cc4ccc(F)cc4)c3)no2)cc1OC	29.8%	.	4.7%	.	i	.	-7.4%	-1.4%	1.1%
23	COC(=O)CN1C(=O)Nc2ccc(C)cc2C1c1ccccc1 (stereo not given)	4.2%	i	10.5%	-2.7%	-16.9%	2.9%	2.2%	19.5%	4.4%
24	O=C(NCCCN1CCOCC1)c1ccc(NC(=O)C2COc3ccccc3O2)cc1 (stereo not given)	-15.7%[9.22 µM]	i	-10.9%	14.6%	i	1.5%	0.9%	7.7%	-6.3%
25	Cc1cccc(OCCOC(=O)C2CCN(S(=O)(=O)c3cccs3)CC2)c1	?	i	-8.9%	4.1%	i	-5.4%	-0.1%	1.1%	-1.4%
26	CCOc1cc(S(=O)(=O)N2CCCCC2)ccc1F	-13.9%	i	-7.4%	-3.4%	-2.7%[57.5 µM]	0.4%	8.3%	3.2%	-3.0%
27	COc1ccc(Nc2nc3c(C)cccc3cc2C#N)cc1	-16.3%[9.22 µM]	i	-15.6%	-0.9%	18.3%	-5.1%	17.2%	39.9%[activator][7.66 µM]	15.6%[7.66 µM]
28	O=c1c2cnn(-c3ccccc3Cl)c2ncn1Cc1cccnc1	-22.8%	i	0.0%	1.8%	?	-2.2%	7.2%	0.0%	0.9%
29	CCn1c(=O)c2cc(C(=O)NCCc3cc(OC)ccc3OC)sc2c2ccccc21	7.5%	.	3.1%	.	-26.1%	.	-15.0%	-3.4%	4.3%
30	Cn1c(SCC(=O)NN2C(=O)NC(C)(c3ccccc3)C2=O)nnc1-c1ccncc1 (stereo not given)	-4.5%	i	-7.6%	-0.8%	22.3%	-2.4%	15.6%	0.4%	3.9%
31	O=C(c1cc2ccccc2o1)N1CC=C(c2ccccc2)CC1	-7.8%	i	-23.6%	-0.1%	i	-1.6%	4.5%	4.1%	8.6%
32	CCOC(=O)N1CCN(C(=O)CN(c2ccc(OC)cc2)S(C)(=O)=O)CC1	-0.7%	i	17.1%	2.0%	i	0.1%	-8.6%	-0.3%	-1.9%
33	COc1cc(C(=O)NNC(=S)NC(=O)c2ccccc2C)cc(OC)c1OC	?	i	?	-0.7%	i	0.9%	21.3%	?	-27.9%
34	COc1ccc(CCN(C)c2ncnc3sccc23)cc1OC	2.9%	i	-10.5%	-5.9%	-33.6%[inhibitor]	0.5%	-41.8%	88.2%[activator]	-3.1%
35	CCOCc1nnc(NC(=O)CSc2ccc(C)cc2)s1	20.4%	i	10.5%	4.1%	-8.0%[57.5 µM]	-0.4%	14.7%	2.0%	1.5%
36	Cc1cc(C(=O)Nc2cccc(O)c2)co1	-5.9%	i	2.3%	-0.6%	-7.2%[57.5 µM]	-5.8%	2.9%	25.6%	-5.1%

# Record cards, from the list above. Order of values: TDP43 rescue | pAkt inh | Abeta yeast res | aSyn yeast inh | PTHR1 ag | Mm-Cpn inhibitor | FUS suppressor | GLP-1R inv ag | HEK293 tox
# O=c1c2cnn(-c3ccccc3Cl)c2ncn1Cc1cccnc1 as listed: -22.8% | i | 0.0% | 1.8% | ? | -2.2% | 7.2% | 0.0% | 0.9%
# COc1cc(C(=O)NNC(=S)NC(=O)c2ccccc2C)cc(OC)c1OC as listed: ? | i | ? | -0.7% | i | 0.9% | 21.3% | ? | -27.9%

# As entered above.
# aSyn yeast inh with compound 25 : 4.1%
# Mm-Cpn inhibitor with compound 32 : 0.1%
# Mm-Cpn inhibitor with compound 33 : 0.9%
# FUS suppressor with compound 28 : 7.2%
# aSyn yeast inh with compound 31 : -0.1%
# FUS suppressor with compound 29 : -15.0%

# Following part.
no.	SMILES	TDP43 rescue	pAkt inh	Abeta yeast res	aSyn yeast inh	PTHR1 ag	Mm-Cpn inhibitor	FUS suppressor	GLP-1R inv ag	HEK293 tox
37	CC(OC(=O)C(NC(=O)c1ccco1)C(C)C)C(=O)Nc1ncc(Cl)cc1Cl (stereo not given)	-1.2%	i	5.1%	-0.9%	i	-1.1%	6.6%	5.2%	-6.4%
38	COc1cccc(CN2CCNC(=O)C2CC(=O)N(C)CC2CCOCC2)c1OC (stereo not given)	-8.7%	i	-7.3%	2.7%	i	1.4%	22.9%	-15.9%	-18.0%
39	CC(=O)Nc1ccc(N/C=C/C(=O)c2ccc(Br)cc2)cc1	22.2%	i	9.9%	8.3%	-31.6%[inhibitor]	-3.4%	-2.3%	19.6%	-8.9%
40	O=C(CN1CCN(S(=O)(=O)c2ccc3ccccc3c2)CC1)N1CCc2ccccc2C1	7.3%	i	-21.7%	0.1%	-23.3%[57.5 µM]	-0.4%	2.8%	-20.2%	0.6%

# Part of the list above with just PTHR1 ag, TDP43 rescue and pAkt inh:
no. | canonical_smiles | PTHR1 ag | TDP43 rescue | pAkt inh
38 | COc1cccc(CN2CCNC(=O)C2CC(=O)N(C)CC2CCOCC2)c1OC (stereo not given) | i | -8.7% | i
39 | CC(=O)Nc1ccc(N/C=C/C(=O)c2ccc(Br)cc2)cc1 | -31.6%[inhibitor] | 22.2% | i
40 | O=C(CN1CCN(S(=O)(=O)c2ccc3ccccc3c2)CC1)N1CCc2ccccc2C1 | -23.3%[57.5 µM] | 7.3% | i
